# SKKanGAS inh – SKKanGAS growth inhibition; S. pyogenes SKKanGAS, kanamycin growth, BacTiter-Glo, 6 h; inhibition, % at 7.5 µM; hit rate 1.3% among 300,000; AID 1662;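 active = mean replicate score, as percent of positive control median, at least 50; inconclusive = mean below 50 but one replicate at or above 50; inactive = mean and every replicate below 50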;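 note: strain carries kanamycin resistance gene driven by streptokinase promoter and grows in 40 µg/ml kanamycin; loss of luminescence reflects streptokinase promoter inhibition or plain growth inhibition; 0% = median of DMSO wells and 100% = positive control at its reference dose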
# KCNK9 block – human KCNK9 channel inhibition; Q9NPC2; HEK293 KCNK9, FluxOR thallium flux fluorescence; stronger effect = lower value; B-score at 10 µM; hit rate 1.2% among 310,000; AID 488922;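 active = ratio B-score over 3 SD below the library mean, with starting fluorescence within 5 SD of its mean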;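 note: negative B-score means less thallium flux so channel inhibition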
# KCNQ1 act – potentiators or activators of human KCNQ1 potassium channel; P51787; hit rate 0.35% among 310,000; CHO-K1 KCNQ1, thallium flux FluxOR fluorescence; stronger effect = higher value; B-score at 10 µM;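 active = fluorescence ratio B-score, a plate-corrected score, at least three library SD, with initial intensity B-score within 5 SD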
#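 Medium – assay buffer, equal DMSO in all wells · Material – CHO-K1 cell line with stable KCNQ1 potassium channel expression · Signal – kinetic FluxOR thallium fluorescence, 10-s 1-Hz baseline, 110-s post-stimulus read · Compound – single concentration per compound, DMSO matched to controls · Schedule – 37 °C overnight plating, 90-min dark dye load, 20-min compound pretreatment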
# HDAC3 inhib – inhibitors of human histone deacetylase 3. O15379. recombinant HDAC3, fluorogenic peptide/trypsin coupled, fluorescence. inhibition, % at 8.3 µM. hit rate 0.15% among 320,000; in the data active = inhibition above about 26%, passing the limit was not always enough; inconclusive = no clear call, values can overlap the other calls
# Target sequence (O15379 whole entry, looked up): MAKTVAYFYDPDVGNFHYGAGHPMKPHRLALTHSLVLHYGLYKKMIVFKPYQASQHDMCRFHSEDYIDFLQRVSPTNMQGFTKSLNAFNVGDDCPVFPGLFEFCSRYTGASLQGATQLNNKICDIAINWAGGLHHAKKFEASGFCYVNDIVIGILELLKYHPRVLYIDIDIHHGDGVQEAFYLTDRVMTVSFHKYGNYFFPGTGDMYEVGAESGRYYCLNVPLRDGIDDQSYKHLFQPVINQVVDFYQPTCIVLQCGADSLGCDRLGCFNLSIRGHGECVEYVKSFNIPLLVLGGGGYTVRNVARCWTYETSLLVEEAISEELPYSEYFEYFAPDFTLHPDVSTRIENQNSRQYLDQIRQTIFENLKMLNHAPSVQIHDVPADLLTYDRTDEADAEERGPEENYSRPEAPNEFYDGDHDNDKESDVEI
# ANO1 activ – activators or potentiators of mouse TMEM16A chloride channel; Q8BHY3; HEK293 TMEM16A/YFP-H148Q/I152L, iodide quench fluorescence; stronger effect = lower value; B-score at 10 µM; hit rate 0.3% among 340,000; AID 623877;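 active = fluorescence-ratio B-score plate-corrected deviation score at least 3 library SD below zero, with starting fluorescence score within 5 deviations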;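 note: channel opened by trigger with iodide after compound preincubation; score built on the fluorescence ratio of max minus min over baseline; more negative score means more quench and so TMEM16A activation or potentiation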
# RGS4 block – human RGS4 inhibition | P49798 | HEK293 M3R/RGS4 inducible, Fluo-4 calcium flux; stronger effect = higher value; triggered by carbachol at its EC20 | B-score at 10 µM | hit rate 0.45% among 310,000 | AID 463165;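 active = B-score, a plate-corrected calcium signal, over three deviations above library mean, with baseline fluorescence within five deviations of library mean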;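 note: RGS4 expression induced by doxycycline in cells with stable M3 receptor; B-score is computed from the integrated fluorescence ratio over baseline after carbachol; higher B-score means a larger calcium signal and so more RGS4 inhibition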
# Target sequence (P49798 whole entry, looked up): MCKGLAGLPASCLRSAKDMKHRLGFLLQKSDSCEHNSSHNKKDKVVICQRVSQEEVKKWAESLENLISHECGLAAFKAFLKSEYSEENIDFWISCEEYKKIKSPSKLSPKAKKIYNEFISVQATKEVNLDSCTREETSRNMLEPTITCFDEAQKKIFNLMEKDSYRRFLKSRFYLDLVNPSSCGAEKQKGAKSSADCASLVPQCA
# KCNQ1 inh – human KCNQ1 channel inhibition. CHO-K1 KCNQ1, FluxOR thallium flux fluorescence; stronger effect = higher value. B-score at 10 µM. hit rate 1.3% among 310,000. AID 2642;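 active = compounds whose thallium flux B-score, printed positive for inhibition, exceeds three library SD while starting fluorescence stays within three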;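 note: channel opened by potassium depolarization with thallium stimulus after 20 min compound exposure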
# TMEM16A inh – mouse TMEM16A channel inhibition, primary screen; normalized B-score (activity score, 25-100; higher = stronger inhibition) at 10 µM; Q8BHY3; hit rate 1.2% among 310,000; HEK293 TMEM16A/YFP iodide influx fluorescence, ionomycin; AID 588511;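 active = ratio plate-corrected score three or more library SD toward inhibition, starting fluorescence score within five deviations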;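 note: score derived from kinetic fluorescence span divided by baseline fluorescence per well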
# RGS4 act – RGS4 potentiation or activation; HEK293 M3R/inducible RGS4, carbachol calcium flux Fluo4; stronger effect = lower value; B-score at 10 µM; hit rate 0.92% among 310,000; AID 463111;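 active = B-score of the integrated calcium signal more than 4 SD below the library mean, with starting fluorescence not abnormally high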;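 note: negative B-score means reduced calcium response which marks RGS4 activation or potentiation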
#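 System – HEK293 FlpIn-TREx cells, stable M3R, doxycycline-inducible RGS4 · Reagent – ECmax carbachol challenge · Times – compound preincubation 20 min at room temperature before agonist · Technique – Fluo4 fluorescence kinetic imaging of calcium · Measure – B score of integrated Fluo4 ratio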
# KCNK3 block – human KCNK3 channel inhibition, primary screen | O14649 | B-score at 10 µM | hit rate 0.84% among 340,000 | CHO-KCNK3 thallium flux, FluxOR fluorescence; stronger effect = lower value;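 active = B-score under library mean minus 4 SD, starting fluorescence ratio at most library mean plus 5 SD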;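 note: more negative B-score means stronger inhibition of thallium flux through KCNK3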
# Target sequence (O14649 whole entry, looked up): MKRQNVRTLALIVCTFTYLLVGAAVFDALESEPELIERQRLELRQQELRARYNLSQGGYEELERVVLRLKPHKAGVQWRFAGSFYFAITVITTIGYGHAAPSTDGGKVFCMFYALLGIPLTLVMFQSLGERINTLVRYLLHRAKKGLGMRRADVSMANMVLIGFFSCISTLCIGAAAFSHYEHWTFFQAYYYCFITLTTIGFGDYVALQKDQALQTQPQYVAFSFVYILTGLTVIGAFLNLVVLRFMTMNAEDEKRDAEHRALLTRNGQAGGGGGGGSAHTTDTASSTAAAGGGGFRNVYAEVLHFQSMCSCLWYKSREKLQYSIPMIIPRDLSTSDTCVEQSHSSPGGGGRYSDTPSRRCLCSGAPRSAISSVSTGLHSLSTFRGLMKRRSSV
# hERG protect – hERG (human) protection from proarrhythmic block | Q12809 | CHO-hERG, FluxOR thallium flux, dofetilide IC70 present | activation (rescue from dofetilide block), less the hit threshold, % at 10 µM | hit rate 0.51% among 310,000;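 active = activation above the mean of controls blocked by dofetilide plus 5 SD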;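 note: thallium influx through hERG after potassium depolarization seen as dye fluorescence rise; in these data hits start at about 4.7%; inactives centre near -7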
# * = called active by the depositor; i = inactive; ? = inconclusive; · = no result given.
SMILES,SKKanGAS inh,KCNK9 block,KCNQ1 act,HDAC3 inhib,ANO1 activ,RGS4 block,KCNQ1 inh,TMEM16A inh,RGS4 act,KCNK3 block,hERG protect
S=C(N/N=C/c1ccccc1)N1CCOCC1,3.4,i,i,5.2,i,i,i,i,i,i,-1.2
O=C(CC(c1ccccc1)c1ccccc1O)NCCN1CCOCC1 (stereo not drawn),-3.9,i,i,-0.1,i,i,i,i,i,i,-13.1
CC(=O)c1cccc(NC(=O)C2CCN(S(=O)(=O)c3cccs3)CC2)c1,8.8,i,i,-0.3,i,i,i,i,i,i,-13.7
CC(=O)Nc1ccc(NC(=O)/C(Cl)=C/c2ccccc2)cc1,-10.1,i,i,-4.1,i,i,i,i,i,i,-9.2
CCCCN1C(=O)/C(=C(/C#N)C(N)=O)c2ccccc21,-4.2,i,i,4.5,i,i,i,i,i,i,-11.4
O=C(c1ccc(N2CCNCC2)cc1)c1cccnc1,3.4,i,i,-6.8,i,i,i,i,i,i,-3.7
COc1ccc(C(=O)NC2CCCCCC2)cc1S(=O)(=O)N1CCOCC1,?,i,i,8.4,i,i,i,i,i,i,-3.8
O=C(CSc1nc2c(c(=O)[nH]1)CCC2)Nc1cccc(F)c1,4.7,i,i,-1.6,i,i,i,i,i,i,-1.7
Cc1cccc(NC(=O)[C@@H](NC(=O)[C@@H]2Cc3ccccc3CN2)C(C)C)c1,3.3,i,i,4.9,i,i,i,i,i,i,-6.0
CC1CN/C(=C\C(=O)c2ccc(Cl)cc2)C(=O)N1 (stereo not drawn),-1.7,i,i,0.8,i,i,i,i,i,i,-3.8
CCOC(=O)c1nn(C23CC4CC(CC(C4)C2)C3)c2c1C(=O)N(c1ccc(C)cc1)C2=O,-10.6,i,i,-0.4,i,5.17*,i,i,i,i,-7.0
Cc1ccc(Nc2c([N+](=O)[O-])c(=O)n(C)c3ccccc23)cc1C,0.0,i,i,-2.7,i,i,i,i,i,i,-13.7
COCC(C)N1CCC(n2nccc2NC(=O)CCOc2ccccc2)CC1 (stereo not drawn),2.4,i,i,0.9,i,i,i,i,i,i,-8.0
CCOC(=O)C1=C(O)C(=O)N(c2ccccc2)C1c1cccc([N+](=O)[O-])c1 (stereo not drawn),4.7,i,i,?,i,i,i,i,i,i,-3.1
Cc1cccc(OCC(=O)NNC(=O)C2CCCCC2C(=O)O)c1 (stereo not drawn),1.8,i,i,-0.5,i,i,i,i,i,i,-2.5
CCOC(=O)c1c(C)n(C)c2ccc(OCC(O)CN3CCC(C)CC3)cc12 (stereo not drawn),-0.8,i,i,-0.1,i,i,i,i,i,i,-0.4
COc1cc(OC)c(Cl)cc1N,15.9,i,i,2.2,i,i,i,i,i,i,-3.9
Cc1ccc(CNC(=O)c2cn(C3CCCC3)c(=O)c3c2c2ccccc2n3C)o1,28.2,-6.71*,i,0.7,·,i,i,i,i,·,-4.3
Cc1ccc(C)c(OCCC(=O)OCC(=O)NC(=O)NCc2ccccc2)c1,-26.5,i,i,-6.8,i,i,i,i,i,i,-7.7
NC(=O)c1ccsc1NC(=O)COC(=O)Cc1cccc2ccccc12,5.6,i,i,6.9,i,i,9*,25*,i,-8.92*,-30.9
Cc1ccnc(NS(=O)(=O)c2ccc(Cl)nc2)c1,1.8,i,i,-2.2,i,i,i,i,i,i,-4.7
O=C(CN1CCN(c2ccccc2O)CC1)NC(c1ccccc1)c1ccccc1,1.2,i,i,16.4,i,i,i,i,i,i,-8.4
CC12CCC(=O)N1C(C(=O)OCC(=O)Nc1ccc(Cl)c(Cl)c1)CS2 (stereo not drawn),-10.9,i,i,?,i,i,i,i,i,i,-26.8
O=C(NNC(=O)c1c(F)cccc1F)c1ccccc1-n1cccc1,22.6,i,i,-1.6,i,i,i,i,i,i,-7.0
Cc1ccc(Sc2nc(C)cc(C)c2S(C)(=O)=O)cc1,3.1,i,i,-0.7,i,i,i,i,i,i,-2.0
# (continued)
SMILES,SKKanGAS inh,KCNK9 block,KCNQ1 act,HDAC3 inhib,ANO1 activ,RGS4 block,KCNQ1 inh,TMEM16A inh,RGS4 act,KCNK3 block,hERG protect
Cc1nc(CSc2nsc(/C=C/N(C)C)c2C#N)cs1,20.6,i,i,·,i,i,i,·,i,i,-8.6
Cc1ccc(C)c(NS(=O)(=O)c2cc(Br)cnc2N)c1,-17.7,i,i,2.4,i,i,i,i,i,i,-5.7
CCOc1ccc(CCNC(=O)c2cc3sc(Cl)cc3n2C)cc1OCC,?,i,i,-2.8,i,i,i,i,i,i,-9.4
O=C(Nc1ccccc1)N1CCSCC1,0.1,i,i,-8.2,i,i,i,i,i,i,-0.7
Cc1ccc(S(=O)(=O)N2CCN(c3cccc(C)c3)CC2)cc1,-2.6,i,i,4.8,i,i,i,i,i,i,-12.1
C[n+]1ccccc1/C=C/c1ccc(F)c(F)c1,-5.8,i,i,11.1,i,i,i,i,i,i,-11.0
Fc1cccc(NC(=S)N2CCc3ccccc32)c1,·,i,i,3.5,i,i,i,i,i,i,-10.2
CC(=O)c1sc(C(C)(C)C)cc1NC(=O)c1ccccc1C(=O)O,2.5,i,i,-1.2,i,i,i,i,i,i,-8.5
O=C1c2cccc3cccc(c23)C(=O)N1CCN1CCN(CC(O)COc2ccc3ccccc3c2)CC1 (stereo not drawn),28.7,i,i,9.8,i,i,i,i,i,i,-5.6
CC(C)CN(C(=O)COC(=O)c1cnc(Cl)c(Cl)c1)c1c(N)n(Cc2ccccc2)c(=O)[nH]c1=O,0.0,i,i,4.6,i,i,i,i,i,i,-9.4
Cc1ccc(N2CC(C(=O)N3CCC(C(=O)NC(C)(C)C)CC3)CC2=O)cc1 (stereo not drawn),-0.5,i,i,-0.2,i,i,i,i,i,i,-7.1
CCOC(=O)c1ccc(NS(C)(=O)=O)cc1,-9.2,i,i,0.2,i,i,i,i,i,i,-4.9
Cc1ccc(O)c(C(=O)c2cnc3c(c2)COc2ccc(C)cc2-3)c1,-4.7,-13.4*,i,4.0,i,i,i,i,i,i,-1.4
CC(C)c1cc(=O)n2[nH]c(SCc3ccc(Cl)cc3)nc2n1,11.4,i,i,-1.9,i,i,i,i,i,i,-4.5
COc1cccc(NC(=O)CNC(C)CCC(C)C)c1 (stereo not drawn),8.4,i,i,-1.7,i,i,i,i,i,i,-8.6
NS(=O)(=O)c1ccc(CNC(=S)NCc2ccc(Cl)cc2)cc1,30.2,i,i,-7.0,i,i,i,i,i,i,-2.2
CN(C(=O)COc1ccc(-c2nnco2)cc1)C1CCS(=O)(=O)C1 (stereo not drawn),-4.9,i,i,-9.2,i,i,i,i,i,i,-7.1
O=C(COc1ccccc1)NNc1c2ccccc2nc2ccccc12,-14.0,i,i,0.4,i,i,i,i,i,i,-11.7
CNC(=O)c1nn(-c2ccccc2)ccc1=O,-6.4,i,i,1.0,i,i,i,i,i,i,-0.5
Cc1ccc(-n2c(Cn3c(C)nc4ccccc43)n[nH]c2=S)cc1,-0.8,i,i,-6.1,i,i,i,i,i,i,-5.2
COC(=O)c1ccccc1NC(=O)c1ccc(-c2ccccc2F)o1,-6.4,i,i,-5.7,i,i,i,i,i,i,-2.9
COC(=O)C(Cc1ccc(O)cc1)N1Cc2ccccc2C1=O (stereo not drawn),-0.9,i,i,-7.7,i,i,i,i,i,i,-4.5
O/N=C/c1ccc(-c2cc(Cl)ccc2Cl)o1,-11.6,i,i,-1.9,i,i,i,i,i,i,-3.5
Cc1cc(C)cc(OCC(=O)N(Cc2cccs2)C2CCS(=O)(=O)C2)c1 (stereo not drawn),-0.3,i,i,-7.9,i,i,i,i,i,i,-16.1
O=C(NCCc1ccccc1)C1CCC(=O)N1C1CCCC1 (stereo not drawn),-3.3,i,i,-0.6,i,i,i,i,i,i,0.4
# Additional structures:
SMILES,SKKanGAS inh,KCNK9 block,KCNQ1 act,HDAC3 inhib,ANO1 activ,RGS4 block,KCNQ1 inh,TMEM16A inh,RGS4 act,KCNK3 block,hERG protect
CCOC(=O)c1c(C)[nH]c(C(=O)CN2C(=O)NC(CC)(c3ccccc3)C2=O)c1C (stereo not drawn),5.9,i,i,2.3,i,i,i,i,i,i,-8.8
N#CC1(c2ccccc2)CCC(=NO)CC1 (stereo not drawn),-3.6,i,i,2.5,i,i,i,i,i,i,-0.1
Cc1cc(C)c(S(=O)(=O)N2CCOC2CNC(=O)C(=O)NCc2ccco2)c(C)c1 (stereo not drawn),-4.4,i,i,4.9,i,i,i,i,i,i,-6.3
COc1cc2c(cc1/C=C1/NC(=O)N(CC(=O)Nc3ccccc3)C1=O)OCO2,0.5,i,i,3.7,i,i,i,i,i,i,-6.5
COc1cccc(C2=NOC(C(=O)N3CCOCC3)C2)c1 (stereo not drawn),-2.4,i,i,1.4,i,i,i,i,i,i,-4.2
COc1ccc(OC)c(N2C(=O)[C@@H]3C(c4ccccc4Cl)=NO[C@@H]3C2=O)c1,1.7,i,i,-3.5,i,i,i,i,i,i,-9.9
Cc1cccc(C)c1NC(=O)C1=C(O)c2sccc2N(C)S1(=O)=O,3.6,i,i,-1.0,i,i,i,i,i,i,-11.2
Cc1nc(C)c(C(=O)Nc2cccc(C)c2C)s1,-3.2,i,i,5.9,i,i,i,i,i,i,-2.1
Cc1c(NC(=O)c2cccc(S(=O)(=O)N3CCOCC3)c2)c(=O)n(-c2ccccc2)n1C,-8.2,i,i,-7.0,i,i,i,i,i,i,1.8
Cc1oc2c(c(=O)c1C)C(=O)CC(c1ccccc1)C2 (stereo not drawn),-0.8,i,i,-1.4,i,i,i,i,i,i,-4.8
CN(C1CCCC1)C1CCN(C(=O)CNC(=O)/C=C/c2ccccc2)CC1,0.0,i,i,3.0,i,i,i,i,i,i,-3.4
CCOc1ccc(C(C(=O)NCC2CCCO2)N(Cc2cccs2)C(=O)c2snc(C(N)=O)c2N)cc1 (stereo not drawn),-2.3,i,i,2.6,i,i,i,i,i,i,-3.0
CC(=O)NCN1CCN(CNC(C)=O)CC1,-0.1,i,i,3.0,i,i,i,i,i,i,-3.1
CCOC(=O)[C@@H]1[C@H]2COc3cc(OC)ccc3[C@H]2N2C(=O)N(c3cccc(Cl)c3)C(=O)[C@@]12C,7.2,i,i,2.4,i,i,i,i,i,i,-11.5
O=C(CSc1ncccn1)Nc1ccc2c(c1)CCC2,1.7,i,i,1.4,i,i,i,i,i,i,-9.3
CCC(N=c1cc(-c2ccc(OC)c(OC)c2)oc2ccc(C)cc12)C(=O)O (stereo not drawn),2.0,i,i,-4.2,i,i,i,i,i,i,-4.0
O=C(C1=C[C@@H](C2CC2)C[C@@H](OCc2ccc(CO)cc2)O1)N1CCN(Cc2ccc3c(c2)OCO3)CC1,1.5,i,i,-14.2,i,i,i,i,i,i,-13.9
O=C(c1cccc(S(=O)(=O)N2CCOCC2)c1)N1CCCCCC1,2.5,i,i,-1.8,i,i,i,i,i,i,-8.1

# From PubChem
